# ERp5 inh: ERp5 (human) disulfide isomerase inhibition; Q15084; ERp5 insulin aggregation, absorbance 650 nm, 90 min; inhibition, % at 9.99 µM; 0.05% of 350,000 active; AID 651711;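 active = mean replicate inhibition above about 25%, with every replicate also reaching it, limit read from the data, passing the limit was not always enough; inconclusive = only one of those two criteria met; inactive = neither criterion met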
# Target sequence (Q15084 whole entry, looked up): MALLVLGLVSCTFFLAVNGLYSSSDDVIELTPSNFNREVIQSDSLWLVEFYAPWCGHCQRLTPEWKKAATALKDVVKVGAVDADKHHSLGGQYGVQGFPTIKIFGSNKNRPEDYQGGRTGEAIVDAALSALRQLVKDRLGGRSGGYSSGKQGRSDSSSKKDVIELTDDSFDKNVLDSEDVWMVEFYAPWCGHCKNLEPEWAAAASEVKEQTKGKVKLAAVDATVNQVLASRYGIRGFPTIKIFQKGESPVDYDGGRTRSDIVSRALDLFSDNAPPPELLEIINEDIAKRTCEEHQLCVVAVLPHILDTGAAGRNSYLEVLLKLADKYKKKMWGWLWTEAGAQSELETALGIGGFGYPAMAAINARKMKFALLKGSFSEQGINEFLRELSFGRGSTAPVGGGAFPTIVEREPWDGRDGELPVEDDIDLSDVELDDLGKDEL
# ARNT TACC3 PPI: disrupts binding between human ARNT and TACC3. Q9Y6A5. AlphaScreen His-ARNT PAS-B/GST-TACC3 binding, luminescence; TACC3 fragment carries E629A point mutation. inhibition, % at 9.99 µM. 0.66% of 390,000 active. AID 623870;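 active = mean inhibition of replicates at least 50% and at least half of replicates each reaching 50%; inconclusive = half or more replicates reach 50% but mean below 50%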;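 note: 0% = complete ARNT plus TACC3 wells and 100% = ARNT alone without TACC3; many hits fall short of the cut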
# RAD52 anneal inh: inhibitors of human RAD52 DNA annealing; 0.46% of 360,000 active; recombinant RAD52 DNA annealing, FRET fluorescence; P43351; inhibition, % at 18.7 µM;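 active = every replicate showing at least 50% inhibition; inconclusive = mean inhibition at least 50% but not in every replicate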
# esBAF inh: inhibitors of esBAF chromatin remodeling in mouse ES cells. Bmi1-luciferase knock-in reporter, 24 h; 100% = twice the neutral-well signal. reporter increase, % at 12.5 µM. 2% of 350,000 active. AID 602393; in the data active = activation above about 40%; inconclusive = no clear call, values can overlap the other calls;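 note: 0% = median of the plate's neutral control wells and 100% = double that signal; a rise in the Bmi1 reporter signal indicates esBAF inhibition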
# RAD54 branch: blocks human RAD54 Holliday junction branch migration; FAM/BHQ fluorescence; inhibition, % at 10.4 µM; 0.14% of 360,000 active; AID 602329;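 active = mean normalized replicate activity at least 40 and at least half of replicates scoring 40 or more; inconclusive = only one of the two criteria met; inactive = mean below 40 and under half of replicates reaching 40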;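 note: 0% = median of neutral control wells and 100% = median of positive control wells; inhibitors cause a drop in the FAM fluorescence signal; in these data hits start at about 50%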
# CASP6 VEID inh: caspase-6 (human) enzyme inhibition | AID 686996 | inhibition, % at 12.5 µM | purified caspase-6, Z-VEID-R110 cleavage fluorescence | 0.53% of 350,000 active;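 active = mean inhibition across replicates at least about 35%, with every replicate also reaching that limit, limit read from the data; inconclusive = only one of the two criteria met; inactive = neither criterion met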;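 note: 0% = median of neutral control wells and 100% = no fluorescence left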
# Target sequence (P55212 24-179 limits assumed): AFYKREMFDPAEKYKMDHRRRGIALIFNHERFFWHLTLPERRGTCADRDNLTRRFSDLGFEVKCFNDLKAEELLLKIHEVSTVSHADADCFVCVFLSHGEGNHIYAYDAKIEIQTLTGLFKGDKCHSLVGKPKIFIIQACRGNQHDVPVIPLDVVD
# Target sequence (P55212 194-293 limits assumed): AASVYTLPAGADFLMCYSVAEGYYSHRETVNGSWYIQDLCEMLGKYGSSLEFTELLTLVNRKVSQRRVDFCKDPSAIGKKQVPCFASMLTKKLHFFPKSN
# E-selectin induc: E-selectin induction on HUVECs | HUVEC E-selectin immunofluorescence imaging; normalized: neutral wells 0, TNF-alpha wells 100 | P16581 | AID 686992 | 0.37% of 260,000 active | activation, % at 7.58 µM;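 active = mean E-selectin-positive cell signal at least 10% of the positive control, reached in at least 60% of replicates, without over 20% cell loss; inconclusive = no rule given, readout overlaps actives, possibly toxicity-flagged; inactive = the rest, including those meeting only one limit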;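 note: in these data hits start at about 27%; measured in HUVEC primary endothelial cells; signal is the percent of cells scored E-selectin positive by PE staining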
#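 material = human umbilical vein endothelial cells (HUVEC), E-selectin induction | quantity = 3,000 cells/well | medium = EGM-2 growth medium on 0.1% gelatin-coated wells | technique = immunofluorescence imaging | read-out basis = % PE-positive cells | control set = TNF-alpha positive control, DMSO neutral control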
# PglD inh: PglD (C. jejuni) enzyme inhibition. purified PglD enzyme, DTNB colorimetric CoA detection. inhibition, % at 12.5 µM. 0.098% of 360,000 active. AID 602405; in the data active = inhibition above about 16%, passing the limit was not always enough; inconclusive = no clear call, values can overlap the other calls; note: strong numbers were not always called active
# * = called active by the depositor; ? = inconclusive; nt = no result given; & = joins results of further samples.
item	SMILES	ERp5 inh	ARNT TACC3 PPI	RAD52 anneal inh	esBAF inh	RAD54 branch	CASP6 VEID inh	E-selectin induc	PglD inh
1	CCCC#Cc1ccc2c(c1)O[C@@H](CN(C)CCC)[C@@H](C)CN([C@H](C)CO)S2(=O)=O	-3	2	-16	-5	3	0	0.2	0
2	C[C@H](CO)N1C[C@H](C)[C@@H](CN(C)S(=O)(=O)c2cn(C)cn2)Oc2ccc(NC(=O)Cc3ccccc3)cc2CC1=O	nt	-4	nt	2	-1	nt	-2.2	1
3	O=C(NCCc1ccccn1)c1nc(Cn2ccc([N+](=O)[O-])n2)no1	7	-7	-9	1	-12	2	nt	2
4	O=C(N/N=C/c1ccccc1)c1ccco1	2	-1	-9	30	nt	0	2.8	nt
5	COc1ccc(C(=O)Nc2cc(S(=O)(=O)N3CCCCC3)ccc2OC)cc1	0	-6	-1	3	-9	0	nt	-3
6	O=[N+]([O-])c1ccccc1-c1ccc(CN2CCN(c3ccccc3)CC2)o1	3	-2	-15	1	-9	-4	0.3	9
7	COc1ccc(-c2cc(C(=O)NCC(c3ccco3)N(C)C)c3ccccc3n2)cc1OC (centres undefined)	1	0	-2	nt	nt	-1	-0.2	nt
8	CC[C@]1(C(=O)OC)[C@H]2C(=O)N(C)C(=O)[C@H]2[C@H]2CN(C)C(=NCc3ccccc3)N21	-4	-4	-13	1	5	0	2.4	9
9	COC(=O)[C@]1(Cc2ccccc2)N[C@H](CN(C)S(=O)(=O)c2ccc(F)cc2)[C@@H]2C(=O)N(C)C(=O)[C@@H]21	0	-5	-1	-5	2	2	1.2	1
10	O=C(NN=C1C2CC3CC(C2)CC1C3)c1cccs1	-2	-4	-5	19	-11	-1	nt	4
11	CCNc1nc(N)nc(Oc2ccc(OCc3ccccc3)nn2)n1	2	0	-1	-5	5	0	nt	0
12	COc1ccccc1-c1nnc(SCC(=O)Nc2ccc(Cl)cc2Cl)o1	nt	-2	nt	6	-10	nt	nt	-1
13	CCCCCc1nc(N)c(C#N)c(-c2ccco2)c1CCCC	nt	-3	nt	7	12	nt	nt	-5
14	COC(=O)Cn1cnc2sc(C)c(S(=O)(=O)N3CCN(c4ccccc4OC)CC3)c2c1=O	nt	-2	nt	0	-6	nt	nt	1
15	Cc1ccc(-c2csc(NC(=O)c3ccc(F)cc3)c2C(=O)O)cc1	0	1	-21	59*	-4	0	-0.2	-7
16	CCCC#Cc1ccc2c(c1)[C@@H]1[C@@H](CCN1S(=O)(=O)c1ccc(F)cc1)[C@@H](CO)N2C	-3	13	-23	-3	5	-5	-0.6	0
17	CCn1nc(C)c(CNC(=O)c2cc(COc3cncc(Cl)c3)on2)c1C	9	-3	-9	-7	-4	3	0.0	3
18	COc1ccc2c3c([nH]c2c1)[C@H](CO)N(C(=O)C1CCCC1)CC31CCN(C(=O)NC(C)C)CC1	5	nt	13	nt	nt	3	-0.3	nt
19	COc1ccc(CCN(Cc2cc3cccc(C)c3[nH]c2=O)C(=O)N2CCCC2)cc1OC	nt	-5	nt	15	-2	nt	nt	4
20	COc1ccc(Cl)cc1C(=O)NNC(=O)CNC(=O)c1ccc(C)s1	7	-2	-27	5	-3	-1	-0.1	-3
21	Cc1noc(C)c1NC(=O)N(C)C[C@H]1Oc2c(NS(=O)(=O)c3cn(C)cn3)cccc2C(=O)N([C@@H](C)CO)C[C@@H]1C	1	nt	-5	-1	0	7	0.1	3
22	O=C1/C(=C/c2ccccn2)SC(=S)N1Cc1ccccc1	2	nt	-11	nt	-9	-1	nt	-2
23	CCOC(=O)NCc1ccc2c(c1)cc(C)n2C	nt	-2	nt	-3	-2	nt	nt	-1
24	COc1ccc(OC)c(NS(=O)(=O)c2cccs2)c1	nt	-1	nt	11	-9	nt	nt	1
25	Cc1cc(C)n(/N=C/c2cccc(O)c2)c(=O)c1C(N)=O	nt	-9	nt	-7	3	nt	nt	0
26	Cc1cccc(C)c1NC(=O)C1(C)CSCC(=O)N1CC(F)(F)F (centres undefined)	-3	nt	-10	nt	nt	-2	-0.1	nt
27	CCOc1ccccc1NC(=O)C(NC(=O)C1CCC(C)CC1)C(C)C (centres undefined)	?	0	-8	nt	nt	-2	nt	nt
28	C=C(C)CNC(=S)N/N=C(\C)c1ccc(Cl)s1	-4	4	-8	-3	1	0	nt	-5
29	CC(=O)Nc1cccc(OCCCNC(=O)c2ccc(C(C)(C)C)cc2)c1	2	nt	-6	-2	-3	3	nt	0
30	CCOc1ccc(-c2nnn(CC(=O)N3CCCC3)n2)cc1OCC	nt	-7	nt	3	7	nt	nt	-3
31	N#Cc1ccccc1-c1ccccc1C(=O)N1CCCCC1	2	19	-2	-2	-2	-5	nt	-5
32	COC(=O)CN(c1ccc(C)c(Cl)c1)S(C)(=O)=O	nt	-1	nt	-6	-6	nt	nt	-1
33	CC(C(=O)NCc1cccc(Cl)c1)N1C(=O)c2ccccc2C1=O (centres undefined)	-1	-1	-8	-8	-6	1	-0.2	-1
34	CC(C)(C)C1CCc2onc(C(=O)Nc3ccc(F)cc3F)c2C1 (centres undefined)	nt	-8	nt	-5	-6	nt	nt	-2
35	COc1ccc2c3c([nH]c2c1)[C@H](CO)N(C(=O)c1cccnc1)CC31CCN(C(=O)Nc2cccc(F)c2)CC1	1	nt	-1	nt	nt	2	-0.2	nt
36	O=S(=O)(c1ccccc1F)N1CCCCN2[C@H](CO)[C@H](c3ccc(-c4ccncc4)cc3)[C@@H]2C1	0	-1	-12	nt	1	-2	-0.4	0
37	CC(C)(C)c1ccc(C(=O)NNc2cc(Cl)cc(Cl)c2)cc1	1	-4	-13	nt	nt	10	nt	nt
38	Cc1ccc2c(c1)Sc1ccccc1CC2=O	nt	-11	nt	61*	-14	nt	nt	-7
39	COc1ccc(NC(=O)N(C)C[C@@H]2Oc3ccc(NC(=O)Cn4cnnn4)cc3C(=O)N([C@@H](C)CO)C[C@H]2C)cc1	2	-12	-8	2	6	0	-4.6	-7
40	O=C(CCNC(=O)c1ccc([N+](=O)[O-])cc1)NCCCN1CCCC1=O	-6	3	0	nt	5	-1	nt	7

# Laid out differently: 6 of the compounds above
[27] CCOc1ccccc1NC(=O)C(NC(=O)C1CCC(C)CC1)C(C)C (centres undefined)
[23] CCOC(=O)NCc1ccc2c(c1)cc(C)n2C
[28] C=C(C)CNC(=S)N/N=C(\C)c1ccc(Cl)s1
[21] Cc1noc(C)c1NC(=O)N(C)C[C@H]1Oc2c(NS(=O)(=O)c3cn(C)cn3)cccc2C(=O)N([C@@H](C)CO)C[C@@H]1C
[26] Cc1cccc(C)c1NC(=O)C1(C)CSCC(=O)N1CC(F)(F)F (centres undefined)
[29] CC(=O)Nc1cccc(OCCCNC(=O)c2ccc(C(C)(C)C)cc2)c1

screen / no.,27,23,28,21,26,29
ERp5 inh,?,nt,-4,1,-3,2
ARNT TACC3 PPI,0,-2,4,nt,nt,nt
RAD52 anneal inh,-8,nt,-8,-5,-10,-6
esBAF inh,nt,-3,-3,-1,nt,-2
RAD54 branch,nt,-2,1,0,nt,-3
CASP6 VEID inh,-2,nt,0,7,-2,3
E-selectin induc,nt,nt,nt,0.1,-0.1,nt
PglD inh,nt,-1,-5,3,nt,0

# Later entries
item	SMILES	ERp5 inh	ARNT TACC3 PPI	RAD52 anneal inh	esBAF inh	RAD54 branch	CASP6 VEID inh	E-selectin induc	PglD inh
41	COc1cccc(CN2CCCCN3[C@H](CO)[C@@H](c4ccc(-c5cccnc5)cc4)[C@H]3C2)c1	nt	5	nt	-1	2	nt	0.4	2
42	Cc1cccc(NC(=O)CN(C2=NC3CS(=O)(=O)CC3S2)c2ccccc2F)c1 (centres undefined)	-3	0	-2	0	4	2	0.1	-2
43	CO[C@H](CN(C)Cc1ccc2c(c1)OCO2)[C@H](C)CN(C(=O)Nc1ccc(F)cc1)[C@H](C)CO	3	1	-13	-8	-3	-1	0.2	-2
44	O=C(c1cnn2ccccc12)N1CCc2ccccc21	-3	-4	-10	?	1	2	-0.2	0
45	O=C(C[C@H]1C[C@@H]2c3cc(NS(=O)(=O)c4ccccc4)ccc3O[C@@H]2[C@@H](CO)O1)N1CCOCC1	0	3	18	-3	8	-1	-0.2	-2
46	CCCN1CCN(CCCNC(=O)c2ccc3c(Cl)c4c(nc3c2)CCCC4)CC1	1	-1	9	3	27	-32	nt	-4
47	O=C(O)c1cccc2c1C(=O)N(C1CCCCC1)C2	5	-2	-11	3	1	8	-0.1	-5
48	COc1ccc(NC(=O)CCNS(=O)(=O)c2cccc3nonc23)c(OC)c1	1	1	-2	-8	-1	1	nt	1
49	Cc1csc(SC(C)C(=O)NCC2CCCCC2)n1 (centres undefined)	7	nt	-10	nt	nt	-6	-0.1	nt
50	C[C@@H]1CN([C@H](C)CO)C(=O)c2cccc(NS(=O)(=O)c3cn(C)cn3)c2O[C@H]1CN(C)C(=O)Nc1ccccc1	-6	-7	-13	-9	7	2	0.1	5
51	N#C[C@@H]1[C@@H](c2ccc(C#CC3CCCCC3)cc2)[C@@H](CO)N1C(=O)Cc1ccccn1	-2	7	-137	21	-32	-3	0.0	-1
52	O=C(c1ccc(F)cc1)N1CC(=O)N2[C@H](CO)[C@@H](c3ccc(/C=C/c4ccccc4)cc3)[C@H]2C1	-1	nt	-23	nt	nt	3	0.1	nt
53	CCOC(=O)CSc1nnc(C2CCCCC2)n1C	nt	-1	nt	-1	-15	nt	nt	-6
54	O=C(CSc1n[nH]c(-c2cccnc2)n1)Nc1ccnc2ccccc12	nt	13	nt	-7	-12	nt	nt	-4
55	O=C1C(Cc2ccccc2)Nc2ncnc(N3CCOCC3)c2N1Cc1ccc(Cl)cc1 (centres undefined)	9&-3	-1	-22&-2	2&-1	-1&-9	3&2	3.7&0.4	-1&6
56	O=C(Nc1cccc(F)c1)N1CC(=O)N2[C@H](C1)[C@@H](c1ccc(C#CC3CC3)cc1)[C@@H]2CO	-3	nt	-12	nt	nt	2	0.3	nt
57	C[C@H]1CN([C@@H](C)CO)C(=O)c2ccccc2-c2ccccc2CO[C@H]1CN(C)C(=O)Nc1cccc(Cl)c1Cl	-7	nt	10	nt	nt	2	0.7	nt
58	COc1cc(CNC(=O)Nc2nc(C(N)Cc3ccc(C(F)(F)F)cc3)cs2)cc(OC)c1OC (centres undefined)	1	nt	-61	-10	-9	-3	0.5	-1
59	O=C(c1ccc2ccccc2c1)c1c[nH]cc1-c1ccccc1	nt	-6	nt	13	-24	nt	nt	-8
60	CCOC(=O)c1c(NC(=O)C[n+]2ccc(Cc3ccccc3)cc2)sc(C)c1C	2	-5	50*	nt	nt	1	nt	nt
61	CC1CCCCN1C(=O)CSc1nnc(-c2ccco2)n1C (centres undefined)	1	-2	-4	5	13	-1	0.2	0
62	CC(=O)N1CC=C2C(C#N)=C(N)C(C#N)(C#N)C(C)C2C1 (centres undefined)	nt	1	nt	-6	-4	nt	nt	-1
63	CCOC(=O)C1(Cc2ccc(Cl)cc2)CCN(CCCn2cccn2)CC1	-2	0	-11	-2	-1	-4	nt	-3
64	OC1CCCN(Cc2c3ccccc3cc3ccccc23)C1 (centres undefined)	nt	5	nt	-9	93*	nt	nt	-1
65	C[C@@H]1CN([C@@H](C)CO)C(=O)c2cccc(NS(=O)(=O)c3cccs3)c2O[C@H]1CN(C)Cc1ccc(-c2ccccc2)cc1	1	5	-4	-8	0	-3	2.6	0
66	COc1ccc(S(=O)(=O)N2CCN(c3ccccc3OC)CC2)cc1OC	nt	1	nt	2	8	nt	nt	5

# High-throughput results (PubChem BioAssay)
